E-sel inducer: induces E-selectin expression in human endothelial cells; HUVEC E-selectin immunofluorescence imaging; normalized: neutral wells 0, TNF-alpha wells 100; AID 686992; hit rate 0.37% among 260,000; activation, % at 7.58 µM; P16581;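 active means mean E-selectin-positive cell signal at least 10% of the positive control, reached in at least 60% of replicates, without over 20% cell loss; inconclusive means no rule given, readout overlaps actives, possibly toxicity-flagged; inactive means the rest, including those meeting only one limit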;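 further: in these data hits start at about 27%; measured in HUVEC primary endothelial cells; signal is the percent of cells scored E-selectin positive by PE staining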
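Test system: HUVEC | Signal: Immunofluorescence imaging | Read-out: Percent E-selectin-positive cells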
ARNT-TACC3 inh: disrupts binding between human ARNT and TACC3; AID 623870; hit rate 0.66% among 390,000; AlphaScreen His-ARNT PAS-B/GST-TACC3 binding, luminescence; TACC3 fragment carries E629A point mutation; inhibition, % at 9.99 µM;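 active means mean inhibition of replicates at least 50% and at least half of replicates each reaching 50%; inconclusive means half or more replicates reach 50% but mean below 50%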;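 further: 0% = complete ARNT plus TACC3 wells and 100% = ARNT alone without TACC3; many hits fall short of the cut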
CASP6 VEID inh: inhibitors of human caspase-6 | inhibition, % at 12.5 µM | hit rate 0.53% among 350,000 | P55212 | purified caspase-6, Z-VEID-R110 cleavage fluorescence | AID 686996;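 active means mean inhibition across replicates at least about 35%, with every replicate also reaching that limit, limit read from the data; inconclusive means only one of the two criteria met; inactive means neither criterion met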;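 further: 0% = median of neutral control wells and 100% = no fluorescence left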
Target sequence (P55212 24-179 limits assumed): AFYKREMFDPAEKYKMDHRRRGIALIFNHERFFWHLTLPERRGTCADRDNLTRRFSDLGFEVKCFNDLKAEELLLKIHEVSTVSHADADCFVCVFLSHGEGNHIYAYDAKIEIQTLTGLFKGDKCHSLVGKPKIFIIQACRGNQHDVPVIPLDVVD
Target sequence (P55212 194-293 limits assumed): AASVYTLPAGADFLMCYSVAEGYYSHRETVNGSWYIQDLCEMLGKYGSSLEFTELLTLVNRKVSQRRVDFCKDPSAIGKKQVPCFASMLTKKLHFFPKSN
PglD inh: blocks C. jejuni PglD acetyltransferase activity; hit rate 0.098% among 360,000; purified PglD enzyme, DTNB colorimetric CoA detection; inhibition, % at 12.5 µM; in the data active means inhibition above about 16%, passing the limit was not always enough; inconclusive means no clear call, values can overlap the other calls; further: strong numbers were not always called active
ERp5 inh: blocks human ERp5 reductase activity on insulin; Q15084; AID 651711; hit rate 0.05% among 350,000; ERp5 insulin aggregation, absorbance 650 nm, 90 min; inhibition, % at 9.99 µM;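 active means mean replicate inhibition above about 25%, with every replicate also reaching it, limit read from the data, passing the limit was not always enough; inconclusive means only one of those two criteria met; inactive means neither criterion met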
RAD52 anneal inh: blocks human RAD52 DNA annealing. AID 651710. P43351. recombinant RAD52 DNA annealing, FRET fluorescence. hit rate 0.46% among 360,000. inhibition, % at 18.7 µM;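 active means every replicate showing at least 50% inhibition; inconclusive means mean inhibition at least 50% but not in every replicate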
RAD54 branch: RAD54 (human) branch migration inhibition; inhibition, % at 10.4 µM; AID 602329; hit rate 0.14% among 360,000; Q92698; RAD54 Holliday junction branch migration, FAM/BHQ fluorescence;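 active means mean normalized replicate activity at least 40 and at least half of replicates scoring 40 or more; inconclusive means only one of the two criteria met; inactive means mean below 40 and under half of replicates reaching 40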;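 further: 0% = median of neutral control wells and 100% = median of positive control wells; inhibitors cause a drop in the FAM fluorescence signal; in these data hits start at about 50%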
Target sequence (Q92698 whole entry, looked up): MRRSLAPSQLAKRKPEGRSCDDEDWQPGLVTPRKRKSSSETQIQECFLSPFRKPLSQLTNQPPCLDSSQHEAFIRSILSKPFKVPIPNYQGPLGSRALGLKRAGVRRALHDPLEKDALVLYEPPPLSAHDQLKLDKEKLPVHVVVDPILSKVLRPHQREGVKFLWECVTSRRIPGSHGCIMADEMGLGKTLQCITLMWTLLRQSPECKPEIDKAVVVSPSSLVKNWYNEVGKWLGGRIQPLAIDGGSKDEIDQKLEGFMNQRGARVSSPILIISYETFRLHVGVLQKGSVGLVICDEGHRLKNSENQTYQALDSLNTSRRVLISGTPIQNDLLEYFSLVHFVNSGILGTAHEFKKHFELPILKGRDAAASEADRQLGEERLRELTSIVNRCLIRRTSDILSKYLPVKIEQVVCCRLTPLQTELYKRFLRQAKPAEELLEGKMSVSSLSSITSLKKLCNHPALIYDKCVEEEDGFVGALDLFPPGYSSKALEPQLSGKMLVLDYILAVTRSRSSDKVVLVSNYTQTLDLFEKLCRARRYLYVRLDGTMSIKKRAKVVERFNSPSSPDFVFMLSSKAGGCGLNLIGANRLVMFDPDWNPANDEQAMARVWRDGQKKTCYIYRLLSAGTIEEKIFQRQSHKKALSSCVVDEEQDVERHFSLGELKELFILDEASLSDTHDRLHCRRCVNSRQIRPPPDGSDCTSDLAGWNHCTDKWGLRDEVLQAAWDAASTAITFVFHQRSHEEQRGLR
esBAF inh: inhibitors of esBAF chromatin remodeling in mouse ES cells; Bmi1-luciferase knock-in reporter, 24 h; 100% = twice the neutral-well signal; reporter increase, % at 12.5 µM; hit rate 2% among 350,000; AID 602393; in the data active means activation above about 40%; inconclusive means no clear call, values can overlap the other calls;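 further: 0% = median of the plate's neutral control wells and 100% = double that signal; a rise in the Bmi1 reporter signal indicates esBAF inhibition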
* marks the source's active call; other numbers are inactive results; ? = inconclusive; nt = not tested or not shown; & = joins results of further samples.

SMILES | E-sel inducer | ARNT-TACC3 inh | CASP6 VEID inh | PglD inh | ERp5 inh | RAD52 anneal inh | RAD54 branch | esBAF inh
COc1ccc(C(=O)Nn2cnc3scc(-c4cccs4)c3c2=O)c(O)c1 | nt | 0 | nt | -1 | nt | nt | -7 | 1
CC(C)NC(=O)C1(C)CCN1C(=O)C1(c2ccccc2)CC1 (centres undefined) | -0.3 | nt | 0 | -1 | 2 | -1 | -1 | -1
O=C(CN(c1ccc(F)cc1)S(=O)(=O)c1ccc2c(c1)OCCO2)Nc1ccccc1 | nt | -4 | nt | -3 | nt | nt | 4 | 7
CC(NC(=O)COC(=O)c1ccccc1F)C1CC2CCC1C2 (centres undefined) | -0.5 | -2 | 1 | 1 | -2 | 0 | -6 | 5
CCCCc1nnc2c(N(C)S(=O)(=O)c3ccc(C)cc3)nc3ccccc3n12 | 0.1 | -6 | -1 | 5 | 5 | 9 | 2 | -1
CCCC#Cc1ccc([C@@H]2[C@@H](CO)N3C(=O)CN(C(=O)c4ccccc4)C[C@H]23)cc1 | 0.8 | nt | -1 | nt | -2 | -26 | nt | nt
Cc1ccccc1OCC(=O)OCC(=O)Nc1ccc2c(c1)OCCO2 | -0.7 | 0 | 23 | -9 | 3 | -7 | -1 | 1
O=C(Cn1cnc2sc(-c3ccccc3)cc2c1=O)NCc1ccccc1 | nt | -11 | nt | -3 | nt | nt | -5 | 3
COc1ccc(CN2CC(C(=O)NCc3ccc4c(c3)OCO4)CC2=O)cc1 (centres undefined) | nt | -4 | nt | -3 | nt | nt | 0 | 0
OCCOCCN1CCN(C(=S)Nc2ccccc2)CC1 | nt | -2 | -2 | 0 | -3 | -17 | 0 | -1
CCc1cc(=O)oc2c(C)c(OCC(=O)NCC3CCC(C(=O)O)CC3)ccc12 (centres undefined) | nt | 2 | 1 | 2 | 3 | -8 | 5 | -5
O=C(CSc1nc2[nH]c(=O)cc(O)c2s1)Nc1cc(Cl)cc(Cl)c1 | nt | -2 | 15 | 9 | -3 | -59 | -14 | -5
COc1ccccc1C1CC(=O)Oc2cc(O)ccc21 (centres undefined) | nt | nt | 2 | 2 | 3 | -9 | -11 | -13
COc1ccc(C(=O)N2CCN(C(=O)c3cc(OC)c(OC)c(OC)c3)CC2)cc1 | nt | -1 | nt | 1 | nt | nt | -5 | 0
COc1ccc(OCC(=O)N2CCc3ccccc3C2)cc1 | nt | -2 | -2 | -1 | 11 | -11 | -4 | 0
Cc1sc2ncn(CC(=O)Nc3ccccc3F)c(=O)c2c1-c1ccccc1 | 5.6 | -6 | 4 | 0 | 0 | -17 | -2 | 3
C[C@H]1CN([C@@H](C)CO)C(=O)c2cc(NC(=O)CCCN(C)C)ccc2O[C@H]1CN(C)C(=O)Nc1cccc2ccccc12 | 0.5 | -8 | -5 | 16 | 2 | -18 | 12 | 2
COc1cccc(S(=O)(=O)N[C@H]2CC[C@@H](CC(=O)NCc3ccncc3)O[C@H]2CO)c1 | -0.3 | -2 | -1 | 0 | 8 | 0 | -5 | -2
CCCCC1CCC(C(=O)N(CCOC)c2c(N)n(CC(C)C)c(=O)[nH]c2=O)CC1 (centres undefined) | nt | nt | 1 | -5 | -8 | -6 | 3 | -1
C[C@@H]1CN([C@@H](C)CO)C(=O)c2cc(NC(=O)Nc3ccc(C(F)(F)F)cc3)ccc2O[C@@H](C)CCCCO[C@H]1CN(C)C(=O)c1ccccc1 | 0.5 | 12 | 0 | -3 | -2 | -8 | -3 | -5
Cc1ccc(NC(=S)N(CCN(C)C)Cc2cc3cc(C)ccc3[nH]c2=O)cc1 | 5.0 | 12 | 3 | nt | 4 | -15 | 7 | 9
O=C(NC1CCCCC1)N1CC(=O)N2[C@@H](CO)[C@H](c3ccc(-c4ccncc4)cc3)[C@@H]2C1 | 0.2 | nt | 0 | nt | 5 | -7 | nt | nt
O=C(COC(=O)c1cc2ccccc2cc1O)NC(=O)NCc1ccco1 | nt | -4 | 6 | nt | 3 | -17 | nt | nt
Nc1ccc2nc(COc3ccccc3)[nH]c2c1 | -0.1 | -2 | 1 | -4 | 6 | -6 | 5 | 5
O=C(c1cc(=O)c2cc(Cl)ccc2o1)N1CCN(Cc2ccccc2)CC1 | -0.1 | 4 | 2 | -6 | 5 | -15 | 5 | -1
COCC(=O)N1C[C@H](C)[C@H](OC)CN(C)C(=O)c2cc(NC(=O)NC(C)C)ccc2OC[C@@H]1C | -0.2 | -7 | -4 | 0 | 1 | -1 | -2 | -5
COc1ccc(C(CCN2CCN(c3ccccc3)CC2)c2c(OC)cc(OC)c3c(-c4ccccc4)cc(=O)oc23)cc1 (centres undefined) | nt | 0 | -2 | -1 | 6 | 4 | 8 | -5
CCOc1cc(NC(=S)NCCCN2CCOCC2)c(OCC)cc1NC(=O)c1cccs1 | 4.6 | -3 | 0 | 2 | -8 | 8 | 8 | 2
O=Cc1ccc(-c2c(-c3ccccc3)oc3c2C(OCCCCO)CCC3)o1 (centres undefined) | -0.1 | nt | 10 | nt | 10 | -40 | nt | nt
CC(C)C#Cc1cnc2c(c1)C(=O)N([C@@H](C)CO)C[C@H](C)[C@H](CN(C)C(=O)Nc1ccccc1)O2 | -0.2 | -6 | 7 | -2 | 3 | 5 | 1 | 1
COc1ccc([C@@H]2OC2(C(N)=O)C(N)=O)cc1 | ? | 3 | 1 | nt | 5 | -10 | nt | -4
Nc1cc(=O)[nH]c(SCC(=O)Nc2cccc([N+](=O)[O-])c2)n1 | nt | -2 | -3 | -1 | 0 | -5 | 6 | -4
C[C@H]1CN([C@@H](C)CO)C(=O)CCCn2nncc2CO[C@H]1CN(C)C(=O)CCC(F)(F)F | -0.1&-0.4 | -9&-8 | -2&-2&-1 | -13&2&0 | 0&-4&6 | 7&-4&-8 | -7&2&-5 | 3&-5&-4
FC(F)Oc1ccc(NC(=S)NNc2ccnc3cc(Cl)ccc23)cc1 | 11 | 6 | 3 | 0 | -8 | -13 | -5 | 15
CCOc1cc2[nH]c(=S)n(CCCOC)c(=O)c2cc1OCC | nt | 2 | nt | 1 | nt | nt | 5 | -1
COc1ccccc1NC(=O)c1ccccc1NC(=O)c1ccccn1 | 0.3 | nt | -3 | -7 | -4 | -5 | 1 | 13
c1ccc2c(CCN3CCNC[C@H]3Cc3cccc4ccccc34)cccc2c1 | 0.1 | -5 | 3 | -4 | -7 | -9 | -2 | 8
CCOc1ccc(-c2cc(C(=O)N/N=C(\C)c3cccnc3)c3ccccc3n2)c(OCC)c1 | 0.2 | -3 | -1 | 0 | -5 | -1 | -7 | nt
O=S(=O)(c1ccccc1F)N1CC[C@@H]2[C@H](CO)Nc3ccc(-c4ccccc4)cc3[C@@H]21 | 1.1 | 13 | 0 | 3 | -2 | 35 | 4 | 0
CNc1cccc(-c2ccccc2C(C)=O)n1 | -0.1 | nt | nt | 1 | 3 | -4 | -8 | 2
CC1=C(C(=O)N2CCCC(CCC(=O)NCc3ccccc3F)C2)OCCO1 (centres undefined) | nt | 1 | -4 | -1 | -4 | 5 | 3 | 6
CC(C)(C)NC(=O)CCc1nnc(Cc2c[nH]c3ccccc23)o1 | -0.1 | nt | -3 | nt | 1 | -3 | nt | nt
CC(=O)N(C[C@@H]1N[C@@H](CO)[C@@H]1c1ccc(-c2cccnc2)cc1)C1CCCC1 | -0.2 | -5&0 | 0 | 2&5 | 25&-2 | 6&1 | -1&2 | 0&-5
C[C@]12CC[C@@H]3c4ccc(O)cc4CC[C@H]3[C@@H]1CC[C@@H]2OC(=O)CCC(=O)O | 0.2 | -1 | -2 | 1 | -1 | 5 | -2 | 3
Cc1noc(C)c1NC(=O)N(C)C[C@H]1Oc2ccc(NC(=O)Cc3cn(C)c4ccccc34)cc2C(=O)N([C@H](C)CO)C[C@@H]1C | nt | -16 | -1 | 2 | -4 | -1 | 7 | -2
CCC(C)c1ccccc1NC(=O)C(C)OC(=O)CN1C(=O)NC(C)(C)C1=O (centres undefined) | -1.9 | -2 | -1 | -2 | -4 | -11 | 7 | 3
Cc1noc(C)c1COC(=O)c1ccc(F)c(S(=O)(=O)N2CCCCC2)c1 | 2.5 | -4 | -2 | nt | 1 | -15 | nt | nt
COc1ccc(NC(=O)C(c2cc3c(cc2[N+](=O)[O-])OCO3)N2CCN(C=O)CC2)cc1 (centres undefined) | -0.7 | -1 | -1 | nt | 0 | -11 | nt | nt
CC1CCN(C(=O)COC(=O)c2ccc([N+](=O)[O-])o2)CC1 | -0.6 | 18* | 52* | 2 | -4 | 1 | -4 | -5
CCOc1ccc(-n2c(Cc3cc(=O)[nH]c(=O)[nH]3)nnc2SCC(=O)OC)cc1 | -0.1 | -4 | 2 | -3 | -4 | -21 | 0 | -4
CC(C)(C)Nc1ncnc2c1cnn2-c1ccccc1 | -0.1 | -1 | 2 | -5 | 2 | -11 | 7 | 0
O=C1CCCN1CC1CCCN(Cc2nc(COc3ccccc3)no2)C1 (centres undefined) | -0.3 | -18 | 2 | 4 | 3 | 2 | -2 | -4
O=C1OC=NC1=Cc1ccccc1 | -0.2 | -7 | 3 | nt | 5 | -32 | nt | -3
C[C@H](CO)N1C[C@H](C)[C@@H](CN(C)C(=O)Nc2ccc3c(c2)OCO3)OCCCC[C@H](C)Oc2ccc(NC(=O)Nc3cccc4ccccc34)cc2C1=O | -0.2 | -13 | -5 | 2 | 16 | -7 | -3 | 2
C=CC[C@H](CC(=O)N[C@H](CO)Cc1ccccc1)C(=O)N[C@@H](COC(=O)[C@@H](CC=C)CC(=O)OC(C)(C)C)Cc1c[nH]c2ccccc12 | -0.1 | -2 | -2 | -4 | 1 | -8 | 11 | -1
CO[C@@H]1CC[C@H]2CCOc3c(C#N)cccc3C(=O)N(C)CCCC(=O)N(C)C[C@H]1O2 | 0.0 | -3 | -1 | -2 | 3 | 0 | -23 | 4
CC1CCc2c(sc(/N=C/c3cccnc3)c2C(N)=O)C1 (centres undefined) | nt | nt | 5 | -1 | -2 | -12 | 5 | nt
CCC(=O)N1[C@H](CO)[C@@H](c2ccc(-c3ccc(F)cc3)cc2)[C@@H]1CN(C)C(C)=O | -0.1 | -1 | 2 | 1 | 3 | -14 | -4 | 2
CC1CCN(C(C)C(=O)Nc2cc(S(=O)(=O)N3CCCCC3)ccc2Cl)CC1 (centres undefined) | 0.4 | -8 | 1 | 4 | -2 | -11 | 10 | -20
C[C@@H]1CN([C@@H](C)CO)C(=O)c2cc(NC(=O)C3CCCCC3)ccc2O[C@@H]1CN(C)Cc1ccc(Cl)c(Cl)c1 | 0.4 | 1 | 1 | -2 | 1 | -23 | -2 | 11
O=C(CCC(=O)N(CC(=O)NC1CCCC1)c1cccc(F)c1)Nc1nccs1 | 3.3 | 6 | 0 | 4 | 4 | -17 | -4 | -3
CCOC(=O)c1ccc(NC(=O)CCn2c(=O)oc3ccccc32)cc1 | -0.1 | -8 | 0 | 6 | 1 | -22 | -7 | -1
CCCCC(=O)O[C@H]1CC[C@H]2[C@@H]3CCc4cc(O)ccc4[C@H]3CC[C@]12C | 1.9 | 2 | 1 | 4 | 7 | -4 | 0 | 7

2 entries from above in another layout.
mol	E-sel inducer	ARNT-TACC3 inh	CASP6 VEID inh	PglD inh	ERp5 inh	RAD52 anneal inh	RAD54 branch	esBAF inh
CC(C)(C)Nc1ncnc2c1cnn2-c1ccccc1	-0.1	-1	2	-5	2	-11	7	0
COc1ccc(CN2CC(C(=O)NCc3ccc4c(c3)OCO4)CC2=O)cc1 (centres undefined)	nt	-4	nt	-3	nt	nt	0	0

High-throughput results: PubChem, Broad Institute
